Source: PubChem
CIT2 TOR yeast: modulators of CIT2-GFP expression in yeast, primary screen, S. cerevisiae, GFP fusion, multiplex flow cytometry, MLPCN library; S. cerevisiae CIT2-GFP strain, 3 h; 100 means same as DMSO wells; GFP response vs DMSO, % at 10 µM; actives 0.065% (n = 320,000); AID 2029, 2009;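 active = GFP response relative to DMSO above a set limit, near the screen mean plus 3 SD, cut at about 150% in these data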;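 note: ratio of well median GFP fluorescence to mean of DMSO wells on the plate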
AGP1-GFP MLPCN: modulators of AGP1-GFP expression in yeast TOR pathway, primary screen, cell-based, multiplex flow cytometry, S. cerevisiae, MLPCN library; 3 h; GFP as percent of DMSO wells; GFP response vs DMSO, % at 10 µM; actives 0.02% (n = 320,000); AID 2066, 2009;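 active = GFP response relative to DMSO above a set limit, near screen average plus 3 SD, cut at about 150% in these data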;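 note: median GFP channel fluorescence of the gated AGP1 strain per well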
MEP2-GFP yeast: modulators of MEP2-GFP levels in yeast, primary screen, S. cerevisiae, multiplex flow cytometry, MLPCN library. actives 0.51% (n = 330,000). GFP response vs DMSO, % at 10 µM. S. cerevisiae MEP2-GFP strain, 3 h; 100% = DMSO control level;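 active = GFP response versus DMSO above a set limit, roughly screen mean plus 3 SD, cut at about 180% in these data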;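 note: median GFP fluorescence of the barcode-gated MEP2-GFP cells per well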
LAP4 TOR yeast: modulators of LAP4-GFP expression in yeast, primary screen, S. cerevisiae, multiplex flow cytometry, MLPCN library; 3 h; median GFP as percent of DMSO wells; actives 0.34% (n = 320,000); AID 2023, 2009; GFP response vs DMSO, % at 10 µM;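 active = GFP response vs DMSO above a set limit, about the screen mean plus 3 SD, cut at about 150% in these data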
VLA-4 inh: inhibition in human VLA-4 binding assay, primary screen, VLA-4 allosteric modulator project, MLPCN library, flow cytometry, VLA-4 expressing cells; actives 0.2% (n = 330,000); inhibition, % (about 7 µM as worked out from the volumes in the protocol); Integrin alpha-4 (Homo sapiens), P13612; ligand binding flow cytometry; AID 2557, 2010; in the data active = inhibition above about 50%
CR mimetic SO: reduction of superoxide in aged yeast, primary screen, HTS; S. cerevisiae aged cells, superoxide DHE fluorescence; stronger effect = lower value; superoxide response (% of plate mean), % at 10 µM; actives 0.18% (n = 330,000); AID 2690, 2010;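 active = superoxide response under a set limit, about three screen SD below normal, cut at about 65% in these data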;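 note: yeast aged for seven days with compound at 30 °C before DHE staining; 100% = average MFI of all compound-treated wells on the plate with controls excluded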
GRK2 aptamer HTS: compounds blocking aptamer binding on GRK2 – biochemical, human GRK2, bead flow cytometry, HTS, primary screen; Beta-adrenergic receptor kinase 1 (Homo sapiens), P25098; FAM-aptamer displacement from GRK2; inhibition of aptamer binding, % at 10 µM; actives 0.59% (n = 330,000);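 active = inhibition of aptamer binding above 40%, roughly 3 SD of noise, on plates passing a quality check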;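 note: median bead fluorescence of bound FAM aptamer so fluorescent compounds give negative values; no value below 0 was filed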
Target sequence (P25098 whole entry, looked up): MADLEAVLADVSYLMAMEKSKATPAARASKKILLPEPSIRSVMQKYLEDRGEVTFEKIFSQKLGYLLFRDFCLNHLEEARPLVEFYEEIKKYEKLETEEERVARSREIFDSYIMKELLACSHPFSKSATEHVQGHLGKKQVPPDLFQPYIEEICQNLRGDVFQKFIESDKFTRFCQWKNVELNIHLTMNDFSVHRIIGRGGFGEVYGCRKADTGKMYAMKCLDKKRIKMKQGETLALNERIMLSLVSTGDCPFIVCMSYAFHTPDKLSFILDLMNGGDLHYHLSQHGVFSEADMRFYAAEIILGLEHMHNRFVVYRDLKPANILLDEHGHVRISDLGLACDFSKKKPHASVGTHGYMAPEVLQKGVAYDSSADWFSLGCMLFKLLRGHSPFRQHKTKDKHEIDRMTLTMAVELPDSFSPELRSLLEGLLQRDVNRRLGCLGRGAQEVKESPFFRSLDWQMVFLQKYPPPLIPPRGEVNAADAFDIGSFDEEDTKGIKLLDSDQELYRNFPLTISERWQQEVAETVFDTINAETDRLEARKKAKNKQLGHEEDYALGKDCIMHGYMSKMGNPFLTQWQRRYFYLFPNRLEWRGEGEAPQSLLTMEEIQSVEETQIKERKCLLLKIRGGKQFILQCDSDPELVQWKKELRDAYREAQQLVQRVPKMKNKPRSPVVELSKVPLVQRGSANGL
RPL19A-GFP yeast: RPL19A-GFP expression modulators in yeast, primary screen, cell-based, S. cerevisiae, multiplex flow cytometry, MLPCN; S. cerevisiae RPL19A-GFP strain, 3 h; stronger effect = lower value; percent response vs DMSO, % at 10 µM; actives 0.3% (n = 330,000);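 active = percent response vs DMSO below 50%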;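 note: median channel GFP fluorescence of the barcoded RPL19A-GFP strain; ratio of sample median GFP to plate DMSO average so 100% = DMSO; lower means less RPL19A-GFP as with rapamycin TOR inhibition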
Numbers without * were called inactive; . = not tested or not shown.

SMILES | CIT2 TOR yeast | AGP1-GFP MLPCN | MEP2-GFP yeast | LAP4 TOR yeast | VLA-4 inh | CR mimetic SO | GRK2 aptamer HTS | RPL19A-GFP yeast
CCc1nnc(NC(=O)CSc2nnc(CSc3nc(C)cc(C)n3)n2C)s1 | 99 | 107 | 101 | 95 | -2 | 82 | 4 | 97
COC(=O)/C(C#N)=C\c1c(OC)[nH]c2ccccc12 | 108 | 103 | 100 | 112 | 2 | 94 | 0 | 100
CC(=O)C1=C(C)N(Cc2ccco2)C(=O)C1(NC(=O)C1CCCCC1)C(F)(F)F (stereo not drawn) | 99 | 98 | 100 | 100 | 14 | 90 | 0 | 100
CCC1(CC)C(=O)Nc2ccccc21 | 88 | 97 | 102 | 100 | 21 | 121 | 1 | 94
C=CCn1c(SCC(=O)N2CCOCC2)nc2c([nH]c3ccccc32)c1=O | 104 | 98 | 109 | 94 | 10 | 96 | 1 | 104
Clc1ccc(SCc2cc(N3CCOCC3)nc(-c3ccccn3)n2)cc1 | 101 | 105 | 96 | 99 | 1 | 104 | 0 | 94
O=C(c1cccs1)N1CCN(Cc2ccccc2)CC1 | 93 | 103 | 98 | 99 | 0 | 82 | 0 | 101
CSc1ccccc1NC(=O)Cc1ccccc1 | 118 | 111 | 111 | 116 | 3 | 93 | 0 | 132
COc1ccc(C2C(C(=O)N3CCN(c4ccc(OC)cc4)CC3)c3ccccc3C(=O)N2C)cc1 (stereo not drawn) | 101 | 103 | 99 | 102 | 29 | 118 | 0 | 98
CC(C)CC(=O)Nc1ccc(Nc2ccccc2)cc1 | 86 | 94 | 98 | 106 | 14 | 97 | 0 | 97
Cc1cc(C(=O)NC2CCCCC2)c(C)n1-c1ccc(F)cc1 | 98 | 98 | 100 | 93 | 1 | 75 | 0 | 100
O=C(NCc1ccco1)c1ccc2c(=O)n(Cc3ccco3)c(SCC(=O)N3CCCC3)nc2c1 | 93 | 96 | 98 | 102 | -2 | 79 | 13 | 98
COc1ccccc1C(=O)N/N=C/C(C)=C/c1ccccc1 | 101 | 101 | 114 | 105 | 4 | 102 | 1 | 106
Cc1ccc(C)c(OC(=O)CN2C(=O)c3ccccc3C2=O)c1 | 97 | 94 | 95 | 104 | 1 | 107 | 4 | 98
CCN(CC(=O)Nc1ccc2c(c1)OCCO2)C(=O)CCOc1ccccc1 | 95 | 99 | 97 | 96 | 6 | 70 | 1 | 96
COc1ccc(C(=O)c2cnc[nH]2)cc1OC | 109 | 109 | 103 | 105 | -9 | 92 | 0 | 103
CCN1CCN(c2c(Cl)cccc2NC(=O)c2ccc([N+](=O)[O-])cc2)CC1 | 87 | 102 | 97 | 100 | 5 | 125 | 0 | 100
OCC(O)[C@@H](O[C@H]1O[C@H](CO)[C@@H](O)[C@H](O)[C@H]1O)[C@H](O)[C@@H](O)CO (stereo partly drawn) | 82 | 89 | 97 | 106 | 0 | 99 | 0 | 100
Cc1cc(=O)[nH]c(SCC(=O)NC(c2ccccc2)c2ccccc2)n1 | 105 | 105 | 106 | 111 | 0 | 95 | 0 | 98
CCOc1ccc(C(=O)NCCO)cc1 | 101 | 104 | 110 | 109 | 7 | 94 | 1 | 104
COc1ccc2nc(NC(=O)CCN3C(=O)c4ccccc4C3=O)sc2c1 | 122 | 119 | 112 | 116 | -1 | 112 | 5 | .
COC(=O)c1ccccc1Sc1c(/C=N/OC(=O)c2ccccc2)c(C(F)(F)F)nn1C | 82 | 86 | 84 | 79 | -2 | 100 | 0 | 88
Cc1cc(C)nc(SCC(=O)Nc2ccc(Br)cn2)n1 | 105 | 104 | 106 | 118 | 4 | 115 | 2 | 102
COCCn1c(SCC(=O)NC2CC2)nnc1-c1ccc(Cl)cc1 | 91 | 100 | 99 | 106 | 15 | 112 | 0 | 96
Cc1ccnc2nc(C(=O)OCC(=O)Nc3ccc4c(c3)OC(F)(F)O4)nn12 | 111 | 109 | 105 | 107 | 9 | 100 | 2 | 103
CCc1n[nH]c(=S)n1/N=C/c1c(O)ccc2ccccc12 | 103 | 99 | 99 | 94 | 3 | 98 | 0 | 105
O=C1CC2(CC(c3ccc(Cl)cc3)=NO2)C(=O)N1c1ccccc1 (stereo not drawn) | 90 | 95 | 91 | 103 | 6 | 112 | 3 | 96
CSCCOC(=O)COc1ccc(/C=N/NC(=O)c2c(Cl)cnn2C)cc1 | 101 | 103 | 103 | 111 | 5 | 99 | 0 | 96
CC(=O)c1ccc(OCC(=O)NC2CCCCCC2)cc1 | 98 | 99 | 104 | 103 | -7 | 95 | 1 | 101
COCCn1nnnc1C(C(C)C)N(Cc1cccnc1)Cc1ccccc1Cl (stereo not drawn) | 97 | 91 | 95 | 95 | -5 | 90 | 0 | 90
NC(=O)c1nsc(C(=O)N(c2cccc(F)c2)C(C(=O)NC2CCCC2)c2ccco2)c1N (stereo not drawn) | 105 | 103 | 108 | 96 | -1 | 112 | 2 | 102
CCCCOC(=O)C1=C(C)NC(=O)NC1c1ccccc1 (stereo not drawn) | 105 | 101 | 110 | 96 | 1 | 96 | 3 | 97
CCOC(=O)c1cccc(S(=O)(=O)N2CCCC2)c1 | 90 | 119 | 100 | 101 | 9 | 93 | 1 | 97
COCCn1c(SCC(=O)N2CCCCC2)nc2c([nH]c3ccccc32)c1=O | 85 | 93 | 95 | 101 | 0 | 72 | 4 | 92
CCC(CC)NC(=O)c1ccc2c(c1)OCCO2 | 93 | 96 | 109 | 102 | 8 | 117 | 12 | 96
CC(C)CCNC(=O)C1CCN(S(=O)(=O)c2ccc3c(c2)CC(C)N3C(=O)C2CCC2)CC1 (stereo not drawn) | 96 | 99 | 99 | 94 | 5 | 97 | 2 | 102
CCc1cc2c3c(c1)/C(=C1/SC(N)=NC1=O)C(=O)N3C(C)(C)C=C2C | 96 | 97 | 95 | 89 | 4 | 106 | 0 | 98
O=C(NCC1COc2ccccc2O1)C1CCCN(S(=O)(=O)c2cccc3cccnc23)C1 (stereo not drawn) | 106 | 105 | 103 | 103 | 2 | 103 | 0 | 98
O=C(N/N=C/c1ccco1)C12CC3CC(CC(C3)C1)C2 | 91 | 95 | 95 | 95 | -3 | 104 | 0 | 93
COC(=O)C1=C[C@@H](C(=O)OC)[C@@H]2C3=C(C(=O)[C@]2(C)NC(=O)c2ccccc2)[C@H](C)n2c(=O)n(-c4ccccc4)c(=O)n2[C@@H]3C1 | 88 | 88 | 95 | 105 | 16 | 98 | 2 | 99
NS(=O)(=O)c1cc(C(=O)OCC(=O)Nc2ccc3[nH]c(=O)[nH]c3c2)ccc1Cl | 91 | 102 | 98 | 100 | 4 | 109 | 2 | 102
NS(=O)(=O)c1ccc(NC(=S)N2CCN(Cc3ccc(Cl)c(Cl)c3)CC2)cc1 | 97 | 91 | 96 | 91 | 12 | 101 | 1 | 87
O=C(CNC(=O)c1ccccc1F)c1ccc(Br)cc1 | 99 | 93 | 97 | 96 | 2 | 100 | 1 | 101
O=S(=O)(NCc1ccccc1)NCc1ccccc1F | 103 | 104 | 110 | 99 | -5 | 108 | 6 | 106
CCCN1CCC(=O)N([C@H](CSc2ccccc2)Cc2ccccc2)CC1 | 63 | 72 | 89 | 120 | 14 | 104 | 1 | 91
COc1ccc(N(C(=O)CNC(=O)c2ccco2)C(C(=O)NCC2CCCO2)c2ccccc2)c(OC)c1 (stereo not drawn) | 109 | 110 | 106 | 98 | 16 | 98 | 1 | 108
O=C(Cn1cnc2ccccc21)OCC(=O)N1CCCCC1 | 91 | 100 | 99 | 100 | 17 | 93 | 3 | 95
Cn1c(=O)c2c(nc(N3CCN(C(=O)c4ccco4)CC3)n2CCSc2ncccn2)n(C)c1=O | 96 | 97 | 94 | 96 | 6 | 100 | 0 | 96
Cc1cc(C)n2nc(SCC(=O)N/N=C/c3cccc(Br)c3)nc2n1 | 104 | 106 | 108 | 103 | -12 | 100 | 1 | 100
CCOc1cc(C2c3c(oc4cc(C)c(Cl)cc4c3=O)C(=O)N2Cc2ccco2)ccc1O (stereo not drawn) | 97 | 102 | 101 | 97 | 4 | 98 | 5 | 105

(further entries)
SMILES | CIT2 TOR yeast | AGP1-GFP MLPCN | MEP2-GFP yeast | LAP4 TOR yeast | VLA-4 inh | CR mimetic SO | GRK2 aptamer HTS | RPL19A-GFP yeast
COc1ccc(S(=O)(=O)Nc2c(C)nc3nc(C)[nH]n3c2=O)cc1 | 109 | 98 | 103 | 100 | -3 | 88 | 1 | 104
c1ccc2nc(-c3nccs3)ccc2c1 | 99 | 97 | 93 | 97 | 6 | 101 | 7 | 96
S=c1[nH]nc(CSc2nc3ccccc3s2)o1 | 81 | 88 | 100 | 89 | 16 | 118 | 0 | 97
CCn1ncc(Br)c1C(=O)Nc1cc([N+](=O)[O-])ccc1C | 86 | 91 | 100 | 95 | 5 | 96 | 3 | 94
Cc1cc(N)n(-c2ccc(S(=O)(=O)N3CCOCC3)cc2[N+](=O)[O-])n1 | 107 | 106 | 111 | 112 | 10 | 108 | 0 | 104
CCCn1c(N)c(C(=O)CN(C)CC(=O)Nc2ccccc2C(F)(F)F)c(=O)[nH]c1=O | 98 | 114 | 105 | 110 | 0 | 108 | 0 | 102
CC(=O)c1cccc(N(C(=O)Cn2nnc3ccccc32)C(C(=O)NC2CCCCC2)c2cn(C)nc2C)c1 (stereo not drawn) | 95 | 97 | 98 | 98 | 8 | 79 | 2 | 99
Cc1cccc(C)c1N(CC(=O)N/N=C/c1cc(Br)c(C)o1)S(C)(=O)=O | 112 | 98 | 107 | 96 | -3 | 90 | 1 | 102
C/C(CC(=O)Nc1cc(Cl)ccc1Cl)=N\NC(=O)COc1cccc(C)c1 | 101 | 99 | 109 | 97 | 0 | 101 | 1 | 105
COc1ccc(C(=O)N2CCCCCCC2)cc1OC1CCN(C(C)C)CC1 | 98 | 98 | 96 | 91 | 9 | 97 | 1 | 92

Part of the list above in order of molecular weight, high to low:
SMILES | CIT2 TOR yeast | AGP1-GFP MLPCN | MEP2-GFP yeast | LAP4 TOR yeast | VLA-4 inh | CR mimetic SO | GRK2 aptamer HTS | RPL19A-GFP yeast
O=C(NCc1ccco1)c1ccc2c(=O)n(Cc3ccco3)c(SCC(=O)N3CCCC3)nc2c1 | 93 | 96 | 98 | 102 | -2 | 79 | 13 | 98
Cc1cc(N)n(-c2ccc(S(=O)(=O)N3CCOCC3)cc2[N+](=O)[O-])n1 | 107 | 106 | 111 | 112 | 10 | 108 | 0 | 104
CCc1n[nH]c(=S)n1/N=C/c1c(O)ccc2ccccc12 | 103 | 99 | 99 | 94 | 3 | 98 | 0 | 105
c1ccc2nc(-c3nccs3)ccc2c1 | 99 | 97 | 93 | 97 | 6 | 101 | 7 | 96

(cont.)
SMILES | CIT2 TOR yeast | AGP1-GFP MLPCN | MEP2-GFP yeast | LAP4 TOR yeast | VLA-4 inh | CR mimetic SO | GRK2 aptamer HTS | RPL19A-GFP yeast
COc1cc2[nH]c(=O)n(C3CCCCC3)c(=O)c2cc1OC | 96 | 91 | 98 | 95 | 3 | 101 | 0 | 94
CC(C)[C@H](NC(=O)c1ccccc1)C(=O)OCC(=O)c1ccc2c(c1)NC(=O)CO2 | 135 | 111 | 111 | 84 | -5 | 96 | 1 | 109
CCOC(=O)Cc1csc(NC(=O)C(NC(=O)C2CCCCC2)C(C)C)n1 (stereo not drawn) | 86 | 98 | 114 | 107 | 10 | 103 | 0 | 92
O=C(CCS(=O)(=O)c1cccc2nonc12)Nc1ccc(Br)cc1 | 99 | 103 | 98 | 95 | 13 | 96 | 2 | 99
CCOC(=O)C1CCCN(C(=O)c2cc(Nc3ccc(OC)cc3OC)nc3ccccc23)C1 (stereo not drawn) | 100 | . | 100 | 99 | 10 | 96 | 1 | 100

This is a random part of the collection; any-hit rate near 1.7%.
